CHO parental Ca: counter-screen: ATP calcium response change in parental CHO cells | inhibition, % at 5.6 µM | 330,000 compounds, 0.63% hits | parental CHO-K1, ATP-induced calcium, Fluo-8 fluorescence;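 active = inhibition above that plate's mean sample inhibition plus 3 SD, cut at about 26% in these data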;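 also: 0% = ATP-challenged DMSO wells and 100% = DMSO wells without ATP; some compounds past the cut are filed as inactive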
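Material: parental CHO cells / Compound: single nominal dose of 5.6 µM per compound / Signal: Fluo-8 fluorescence / Replicates: singlicate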
CHO-K1 Ca antag: nonselective inhibitor or artifact in parental CHO-K1 cells; ATP-induced calcium, Fluo-8 fluorescence; inhibition, % at 3 µM; 360,000 compounds, 0.6% hits;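 active = inhibition above a per-plate cutoff, the plate's mean sample inhibition plus 3 SD, cut at about 24% in these data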;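 also: 0% = DMSO plus EC80 ATP and 100% = DMSO alone without ATP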
OXTR potentiator: potentiators of human oxytocin receptor | CHO-OTR cells, Fluo-8 calcium fluorescence, potentiator mode; 0% = oxytocin EC15, 100% = EC100 | P30559 | 320,000 compounds, 0.061% hits | activation, % at 3 µM | AID 2445;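 active = activation above that plate's cutoff, the mean activation of tested compounds plus 3 SD, cut at about 6.6% in these data, passing the limit was not always enough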;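 also: 100% uses oxytocin at 75 nM as the full agonist control; some results filed as inactive read as strong as hits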
Target sequence (P30559 whole entry, looked up): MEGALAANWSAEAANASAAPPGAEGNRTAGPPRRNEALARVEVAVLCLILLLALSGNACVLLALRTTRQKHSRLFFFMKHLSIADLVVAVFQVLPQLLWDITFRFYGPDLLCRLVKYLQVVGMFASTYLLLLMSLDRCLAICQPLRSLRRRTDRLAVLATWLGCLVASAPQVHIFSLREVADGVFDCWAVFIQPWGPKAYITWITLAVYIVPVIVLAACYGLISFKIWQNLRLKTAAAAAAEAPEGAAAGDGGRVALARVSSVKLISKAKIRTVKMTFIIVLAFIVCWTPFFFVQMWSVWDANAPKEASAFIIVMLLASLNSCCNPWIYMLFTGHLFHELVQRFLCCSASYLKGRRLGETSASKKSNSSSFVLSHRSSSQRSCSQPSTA
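Material: human OTR in CHO cells. Compound: 3.0 µM, one dose. Timing: compound 6 min at room temperature before oxytocin, 100 s read. Evaluation: % activation of max/min ratio relative to oxytocin controls. Replication: single well per compound, singlicate. Signal: Fluo-8 calcium dye fluorescence.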
V1R ag counter: activates human V1a receptor in oxytocin agonist counter-screen. P37288. 320,000 compounds, 0.25% hits. activation, % at 3 µM. CHO-V1R cells, Fluo-8 calcium fluorescence, agonist mode; 0% DMSO, 100% 3 nM vasopressin;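 active = activation above the mean activation of all tested compounds plus 3 SD, per screening run, cut at about 20% in these data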;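 also: signal is peak over basal fluorescence ratio across a 100 second FLIPR read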
TAAR1 antag: human TAAR1 antagonism | Q96RJ0 | CHO RD-HGA16 TAAR1, Fluo-8 calcium fluorescence, antagonist | inhibition, % at 3 µM | 360,000 compounds, 1.5% hits | AID 624466;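 active = inhibition above a per-plate cutoff, the mean inhibition of test compounds on that plate plus 3 SD, cut at about 49% in these data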;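 also: 0% = DMSO plus EC80 beta-PEA response and 100% = DMSO alone without agonist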
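Material: CHO RD-HGA16 cells bearing hTAAR1; compound dosing: one-point dosing, 3 µM nominal final; schedule: dye loading 75 min at 37 °C, then 30 min room temperature; measured by: calcium fluorescence with Fluo-8; control set: vehicle and agonist controls; replication: n of 1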
CHRM1 agonist: agonists of human M1 muscarinic receptor; P11229; CHO-K1 hM1, Fluo-8 calcium fluorescence, agonist mode; 0% DMSO, 100% acetylcholine EC100; activation, % at 3 µM; 360,000 compounds, 0.33% hits; AID 588814;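 active = activation above the run's mean compound activation plus 3 SD, cut at about 16% in these data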;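 also: peak over basal fluorescence ratio within a 140 s kinetic read after compound addition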
Target sequence (P11229 whole entry, looked up): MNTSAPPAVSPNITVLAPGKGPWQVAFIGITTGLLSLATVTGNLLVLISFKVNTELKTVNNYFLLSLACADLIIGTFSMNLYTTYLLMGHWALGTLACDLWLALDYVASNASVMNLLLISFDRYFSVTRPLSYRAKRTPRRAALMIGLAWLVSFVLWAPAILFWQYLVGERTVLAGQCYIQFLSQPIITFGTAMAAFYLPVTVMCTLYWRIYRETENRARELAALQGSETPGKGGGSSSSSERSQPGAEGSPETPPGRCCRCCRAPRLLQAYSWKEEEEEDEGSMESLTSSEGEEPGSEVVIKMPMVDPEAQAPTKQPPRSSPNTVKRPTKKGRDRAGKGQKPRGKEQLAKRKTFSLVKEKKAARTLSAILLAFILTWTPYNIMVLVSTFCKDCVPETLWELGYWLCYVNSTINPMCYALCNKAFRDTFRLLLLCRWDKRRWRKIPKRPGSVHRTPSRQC
M1 ag parental: counter-screen for M1 agonists: effect in parental CHO-K1 cells. Fluo-8 calcium fluorescence; scaled to maximal ATP response, vehicle zero. activation, % at 3 µM. AID 602248. 360,000 compounds, 0.48% hits; in the data active = activation above about 15%;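 also: untransfected CHO-K1 host cells lacking M1 receptor as counterscreen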
TAAR1 agonist: human TAAR1 agonism | activation, % at 3 µM | AID 624467 | 360,000 compounds, 0.99% hits | CHO RD-HGA16 TAAR1, Fluo-8 calcium fluorescence; vehicle wells 0%, saturating PEA agonist 100%;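 active = activation above the mean activation of all test compounds in the run plus 3 SD, cut at about 38% in these data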
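test system = CHO RD-HGA16 cells carrying human TAAR1 plus Gα16 | schedule = 17-24 h seeding, 75 min 37 °C dye, 30 min RT | compound dosing = 3 µM single concentration | control set = DMSO and PEA EC100 | replicates = n 1 | signal = Fluo-8 fluorescence, 5 s baseline then 140 s kinetic read | measure = percent activation vs PEA EC100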
M1 PAM parental: counter-screen for M1 PAMs: effect in parental CHO-K1 cells | ATP EC20, Fluo-8 calcium fluorescence; 0% at ATP EC20, 100% at ATP max | activation, % at 3 µM | 360,000 compounds, 0.02% hits | AID 602247;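 active = activation above the run cutoff, the mean activation of all test compounds plus 3 SD, cut at about 40% in these data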;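 also: peak over basal fluorescence ratio in a 140 s read after ATP addition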
Active calls of the source: *; · = no result given.

SMILES | CHO parental Ca | CHO-K1 Ca antag | OXTR potentiator | V1R ag counter | TAAR1 antag | CHRM1 agonist | M1 ag parental | TAAR1 agonist | M1 PAM parental
Cc1ccc(/C(O)=C2/C(=O)C(=O)OC2c2ccc(Cl)cc2)cc1 (stereo unspecified) | -3.9 | -11.8 | 6.3 | -0.4 | 3.5 | -3.5 | 0.1 | 4.0 | 8.9
CC(=O)Nc1ccc(NC(=S)NC(=O)c2ccc(-c3ccccc3)cc2)cc1 | -3.2 | -12.2 | -5.5 | 2.6 | 5.6 | -1.4 | 0.6 | 0.3 | 23.8
CCOc1ccc(CNCc2ccc(C(=O)O)cc2)cc1OC | -14.9 | 4.7 | -12.8 | 0.2 | -3.2 | -6.7 | 0.1 | 4.8 | -12.3
CSc1cccc(CNC(=O)C2CCC(=O)N(CCc3ccccn3)C2)c1 (stereo unspecified) | -18.6 | -9.3 | -2.6 | -0.6 | -14.4 | -2.6 | 1.3 | 1.9 | 19.9
CCOP(=O)(CC(C(C)=O)C(O)c1ccccc1)OCC (stereo unspecified) | -3.1 | -4.9 | 5.2 | 1.2 | -9.9 | -2.2 | -0.3 | 10.7 | 7.0
CS(=O)(=O)c1[nH]nc(-c2cccc(Cl)c2)c1C#N | -3.4 | -9.4 | -1.4 | 0.8 | -37.9 | 2.2 | 0.3 | 3.6 | 18.9
COc1ccc(-c2cc(C(=O)Nc3ccccc3O)c3ccccc3n2)cc1 | -30.7 | -2.9 | -6.4 | 0.8 | 86.9* | 4.8 | 3.5 | 13.3 | -6.2
O=C1CC(NCCc2ccccc2)C(=O)N1CCc1ccccc1 (stereo unspecified) | -14.9 | -17.4 | 0.7 | 2.1 | 10.3 | -1.1 | 2.2 | 61.4* | 20.2
COc1ccccc1OCC(=O)Nc1ccccc1C(=O)N1CCCC1 | -11.8 | -16.4 | -5.5 | 1.1 | 11.0 | -2.5 | -0.1 | -1.4 | 4.7
COc1ccccc1CNC(=S)NCCc1ccccc1 | -7.3 | -4.3 | -5.9 | -0.5 | 6.3 | -7.9 | 0.5 | 10.9 | 18.2
CC(=O)Nc1ccc(NC(=O)CSc2nnc3ccc(-c4ccccn4)nn23)cc1 | 1.6 | 18.9 | -5.9 | -0.4 | -18.8 | -1.2 | -0.1 | 0.7 | -15.0
CCn1c(SCC(=O)NCCc2ccccc2)nc2c([nH]c3ccccc32)c1=O | -18.1 | -7.1 | -12.6 | -0.3 | -3.2 | -2.9 | 0.3 | -0.6 | 4.2
CCC(C)NCCCCOc1ccc(Br)cc1 (stereo unspecified) | -4.9 | -5.7 | -9.3 | -0.1 | -23.8 | -13.1 | 0.9 | 3.7 | 14.4
COc1ccc(Cl)cc1C1=NOC2(CCC2)C(=O)N1Cc1cccc(C#N)c1 | · | -6.7 | · | · | 8.3 | -10.3 | 1.1 | -2.1 | 14.1
CC[C@H](C)[C@H](NC(N)=O)C(=O)OCC(=O)NCc1ccc(Cl)cc1 | -18.9 | 3.3 | -17.9 | -0.2 | 8.4 | -1.7 | -0.2 | 6.5 | -12.9
CC1CCCC(C)N1C(=O)Cn1nnc(-c2ccc([N+](=O)[O-])cc2)n1 (stereo unspecified) | -6.5 | 4.5 | -8.9 | 0.1 | -0.7 | -6.2 | 1.1 | 0.1 | 13.9
COc1ccc(/C=N/NC(=O)c2ccc(CN3C(=O)c4cccc5cccc3c45)cc2)cc1O | -10.6 | 2.8 | -5.8 | 0.9 | 28.8 | 23.1* | 0.4 | 3.9 | -9.4
CC1CCC(C(C)C)C(OC(=O)Cn2c(-c3ccc(F)cc3)[n+](C)c3ccccc32)C1 (stereo unspecified) | 13.6 | 22.8 | -3.2 | -0.2 | -2.2 | -10.6 | 0.9 | 2.6 | -9.3
O=C(Cc1ccc(Cl)cc1)NC1CCCCCC1 | -9.3 | -8.9 | -0.8 | 0.0 | -12.6 | -5.6 | 1.6 | 2.0 | 19.1
O=C1CCCCC1(c1ccccc1)c1ccccc1 | · | 1.4 | · | · | -13.7 | 0.4 | -0.7 | 3.8 | -21.9
COc1ccccc1-n1c(SCC(N)=O)nnc1-c1ccc(S(=O)(=O)N2CCCCC2)cc1 | -7.6 | -8.1 | -5.4 | 1.2 | -4.4 | -10.8 | 2.3 | 52.3* | 0.8
CN1Cc2cc(C(=O)c3ccccc3O)cnc2NC1=O | -23.7 | -6.8 | -10.4 | 0.5 | -6.5 | 5.3 | 0.2 | 1.4 | 12.4
CCOc1ccc(S(=O)(=O)Nc2cc(F)ccc2F)c2cccnc12 | -7.5 | -7.8 | 1.7 | -0.8 | -23.5 | -2.5 | 0.3 | 0.1 | 5.8
O=C(CN1C(=O)C(=O)N(C2CCCC2)C1=O)Nc1ccc(N2CCOCC2)cc1 | -0.2 | -18.2 | -3.2 | 0.7 | -1.9 | 2.2 | 1.3 | 0.8 | 6.2
Cc1ccc(C(=O)NCC(=O)N2CCN(c3ccccc3O)CC2)s1 | · | -3.2 | · | · | -0.5 | -2.9 | 2.3 | 3.0 | 2.9

Some of the entries above in a different format.
| SMILES | CHO parental Ca | CHO-K1 Ca antag | OXTR potentiator | V1R ag counter | TAAR1 antag | CHRM1 agonist | M1 ag parental | TAAR1 agonist | M1 PAM parental |
| --- | --- | --- | --- | --- | --- | --- | --- | --- | --- |
| COc1ccc(Cl)cc1C1=NOC2(CCC2)C(=O)N1Cc1cccc(C#N)c1 | · | -6.7 | · | · | 8.3 | -10.3 | 1.1 | -2.1 | 14.1 |
| CC[C@H](C)[C@H](NC(N)=O)C(=O)OCC(=O)NCc1ccc(Cl)cc1 | -18.9 | 3.3 | -17.9 | -0.2 | 8.4 | -1.7 | -0.2 | 6.5 | -12.9 |
| CC1CCCC(C)N1C(=O)Cn1nnc(-c2ccc([N+](=O)[O-])cc2)n1 (stereo unspecified) | -6.5 | 4.5 | -8.9 | 0.1 | -0.7 | -6.2 | 1.1 | 0.1 | 13.9 |

(continued)
SMILES | CHO parental Ca | CHO-K1 Ca antag | OXTR potentiator | V1R ag counter | TAAR1 antag | CHRM1 agonist | M1 ag parental | TAAR1 agonist | M1 PAM parental
C1CC2CN(c3nc4nonc4nc3N3CCSCC3)CCN2C1 (stereo unspecified) | -19.2 | 0.4 | -19.1 | 0.9 | -1.5 | -13.4 | 0.6 | 7.6 | -7.9
COc1cc2c(cc1OC)C(C)N(S(=O)(=O)c1cn(C)cn1)CC2 (stereo unspecified) | -16.7 | -5.0 | 1.3 | -2.6 | -23.2 | -3.1 | 1.2 | -0.4 | 14.0
CC(C)C(C)(C#N)NC(=O)CSc1nc2scc(-c3ccccc3)c2c(=O)[nH]1 (stereo unspecified) | -2.0 | 2.9 | -4.0 | 1.1 | -2.9 | -4.3 | 1.4 | 1.7 | 3.4
CN(Cc1nccs1)C(=O)C1CCC(=O)N(CCCc2ccccc2)C1 (stereo unspecified) | · | -6.3 | · | · | -1.4 | -1.3 | 0.4 | 1.3 | -0.9
CCC(=O)N1CCc2cc(S(=O)(=O)CCC(=O)N3CCN(c4ccc(C(C)=O)cc4)CC3)ccc21 | -13.3 | -9.9 | -7.5 | 9.2 | -6.9 | 0.2 | 9.0 | 2.2 | 5.5
COc1cc(OC)c(-n2c(C)cc(C=O)c2C)cc1Cl | -12.5 | -1.6 | -5.5 | -0.4 | -7.4 | -4.9 | 0.9 | 18.2 | 15.7
CCOc1ccccc1NC(=O)CN(c1ccc(OC)cc1OC)S(=O)(=O)c1ccccc1[N+](=O)[O-] | -2.3 | -0.4 | -0.9 | 1.4 | 7.3 | -4.5 | 1.1 | 1.8 | 12.7
COc1ccc(CCNC(=O)CN(c2ccccc2)S(C)(=O)=O)cc1OC | -6.9 | -4.2 | -8.9 | -0.6 | 0.0 | 0.7 | 0.6 | 0.9 | -0.2
Cc1ccc(CSc2nc3nc(C)cc(C)n3n2)cc1 | -0.9 | -4.8 | -7.1 | 0.7 | -13.9 | -1.9 | 0.9 | 2.7 | 7.8
COc1ccc(OC)c(NC(=O)C2CCCN2C(=O)C2CCC(C)CC2)c1 (stereo unspecified) | -16.7 | -5.2 | 9.5 | -1.1 | -11.7 | -4.8 | -0.3 | -1.7 | 20.7
CC1CCCCN1C(=O)COC(=O)CSc1ccc(C(N)=O)cc1[N+](=O)[O-] (stereo unspecified) | · | 4.6 | · | · | 2.0 | -3.4 | 0.3 | 1.0 | 10.5
COc1ccc(NC(=O)Cn2c(=O)oc3cc(S(=O)(=O)N4CCCC4)ccc32)cc1 | 9.3 | -1.5 | -8.3 | 4.8 | -12.7 | 2.0 | 2.4 | 4.4 | 12.4
Cc1ccc(S(=O)(=O)N2CCN(C(=O)CC3CCCC3)CC2)cc1 | -17.4 | 5.3 | -5.2 | 0.4 | -41.4 | -6.3 | 0.7 | 2.4 | -11.4
Cc1ccccc1SCC(=O)NNC(=O)c1ccccc1O | -6.5 | -2.6 | -2.9 | -0.7 | -8.1 | -1.3 | 1.3 | 0.3 | -1.2
C[C@H](O)[C@@H]1CN2CCc3c([nH]c4ccc(-c5ccc6c(c5)OCO6)cc34)[C@@H]2C[C@@H]1N(C)C(=O)NC1CCCCC1 | · | -15.6 | · | · | 8.6 | -2.6 | 0.6 | 1.6 | -0.8
Cc1ccc(S(=O)(=O)N2C[C@H]3C(=O)C[C@@H](c4ccccc4C)N(S(=O)(=O)c4ccc(C)cc4)[C@H]3C[C@H]2c2ccccc2)cc1 | · | 7.8 | · | · | -7.9 | -0.7 | 0.4 | -0.3 | 14.0
COc1ccccc1NC(=O)c1cc(S(=O)(=O)N2CCCCCC2)ccc1F | -22.2 | -17.5 | -9.0 | -1.8 | -53.8 | -1.9 | 0.3 | -0.1 | 10.8
CCN(CC)c1ccc(C=C(c2nnnn2-c2ccccc2)c2nnnn2-c2ccccc2)cc1 | 0.6 | -10.6 | 1.8 | 2.0 | -1.1 | -4.0 | 3.3 | 8.6 | 23.0
Cc1cc(-c2c(C)[nH]n(-c3ccc(Cl)cc3)c2=O)n(-c2ccccc2)n1 | -16.2 | -7.8 | -1.6 | 0.8 | 2.9 | -2.7 | 0.4 | 8.8 | 9.7
COc1cc2c(cc1OC)/C(=C/C(=O)c1ccc([N+](=O)[O-])c(C)c1)NCC2 | · | -14.3 | · | · | 2.3 | -5.5 | 0.0 | -2.2 | 2.9
CN(C)c1oc(-c2ccc(OCc3ccccc3)cc2)nc1C#N | 2.3 | -5.3 | -15.7 | 0.6 | -10.3 | -3.9 | 0.9 | -1.8 | 17.0
COc1cc(CCN2C(=O)c3cccc4cccc(c34)C2=O)c(S(=O)(=O)NCCCO)cc1OC | -18.7 | 1.7 | -12.9 | 0.5 | 39.8 | 1.6 | 3.4 | 21.6 | 16.5
CN(Cc1ccco1)c1ncnc2ccc(-c3ccc4c(c3)OCO4)cc12 | -33.9 | -19.9 | -3.0 | -1.5 | -15.0 | -12.4 | -0.2 | 6.1 | 9.1

High-throughput results: PubChem BioAssay, The Scripps Research Institute Molecular Screening Center
